Yeast tox – Inhibits yeast growth, turbidity readout | S. cerevisiae wild-type growth, A595 turbidity, 16 h | actives 0.3% (n = 30,000) | growth inhibition, % at 25 µM (by protocol);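 active = mutant and wild-type yeast strains alike exhibit over 30% growth inhibition; inconclusive = a strain exceeds 50% while the second remains under 30%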;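 also: 0% = untreated cell controls and 100% = YPD media blanks without cells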
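System: S. cerevisiae wild-type or eIF2Bepsilon-R284H mutant strain; times: 16 h growth with compound, 30 °C; signal: absorbance at 595 nm (turbidity); measure: growth inhibition (%) versus cell controls and blanks; compound: 25 µM single dose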
Yeast eIF2B – eIF2B (yeast) activity modulation. actives 0.91% (n = 27,000). S. cerevisiae eIF2B-epsilon R284H, GCN4-lacZ luminescence. inhibition, % at 25 µM (by protocol). AID 688;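 active = mutant luminescence inhibited past about 50% while wild type luminescence and mutant growth stay under set limits, limit read from the data; inconclusive = mutant versus wild type luminescence inhibition gap past a set limit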; also: some compounds called inactive have numbers as strong as hits
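Material: yeast eIF2B-epsilon R284H mutant carrying GCN4–beta-galactosidase fusion. Medium: YPD yeast growth medium. Incubation: 16 h growth with compound at 30 °C, 90 min Beta-Glo step. Signal: Beta-Glo luminescence plus absorbance at 595 nm. Evaluation: % inhibition of reporter signal and growth versus controls. Doses: 25 µM single dose.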
Yeast tox inhibition % – recorded beside Yeast tox, whose call it bears; growth inhibition, %; S. cerevisiae eIF2Bepsilon-R284H mutant growth, A595 turbidity, 16 h;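 each compound tested once at 25 µM; 0% equals untreated cells and 100% equals cell-free medium blanks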
Yeast eIF2B mutant toxicity – also measured in Yeast eIF2B; calls as there; growth inhibition, %; measured here: mutant yeast growth, toxicity;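 each compound tested once at 25 µM; zero equals untreated control growth and 100 equals blank medium absorbance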
The depositor's hits bear a star; ? = inconclusive; / = not tested or not shown. This is a subset, so the mix of outcomes need not match the whole.

nr	molecule	Yeast tox	Yeast tox inhibition %	Yeast eIF2B	Yeast eIF2B mutant toxicity
1	CC1CCN(S(=O)(=O)c2ccc(NC(=O)Cn3nnc(-c4ccccc4F)n3)cc2)CC1	-69.4	-31.8	11.4	-31.8
2	O=C(CCCN1C(=O)CCC1=O)Nc1ccccc1F	5.8	15.2	/	/
3	O=C(O)C1C2C=CC(C3CC23)C1C(=O)NCCc1ccccc1 (stereo unspecified)	/	/	2.2	/
4	Cc1cc(NC(=O)c2ccccc2)sc1C	8.9	22.2	76.2	22.2
5	CS(=O)(=O)N(CCc1ccccc1)CC(=O)NCc1cccnc1	-6.9	-14.8	/	/
6	O=C(c1ccco1)N1CCN(C(=O)c2ccccc2Oc2ccccc2)CC1	0.0	-23.9	46.2	-23.9
7	CC(=O)c1ccc(N2CCN(C(=O)C3CCC3)CC2)cc1	6.1	-5.3	-13.0	-5.3
8	Cc1ccc(N2C(=O)C3C4C=CC(C4)C3C2=O)cc1C (stereo unspecified)	-6.4	3.5	7.3	3.5
9	Cc1cc(O)cc(O)c1C(=O)Cc1cscn1	-4.2	-13.3	19.0	-13.3
10	COc1ncnc2c1NC1=C(S2)C(=NCCC(=O)O)CC(C)(C)C1	7.2	-22.7	19.3	-22.7

Profiles, quoted from the list. Values in the order: Yeast tox	Yeast tox inhibition %	Yeast eIF2B	Yeast eIF2B mutant toxicity
`O=C(CCCN1C(=O)CCC1=O)Nc1ccccc1F` is entered as 5.8	15.2	/	/
`CC(=O)c1ccc(N2CCN(C(=O)C3CCC3)CC2)cc1` is entered as 6.1	-5.3	-13.0	-5.3
`CS(=O)(=O)N(CCc1ccccc1)CC(=O)NCc1cccnc1` is entered as -6.9	-14.8	/	/

More results follow:
nr	molecule	Yeast tox	Yeast tox inhibition %	Yeast eIF2B	Yeast eIF2B mutant toxicity
11	CCOC(=O)CCc1n[nH]c(=O)[nH]c1=O	11.7	13.8	14.0	13.8
12	O=C1CNC(=O)/C1=C\N1CCN(C(c2ccccc2)c2ccccc2)CC1	-41.6	-9.5	25.7	-9.5
13	C#CCNc1cc(C)nc2ncnn12	11.5	6.9	20.0	6.9
14	CC(=O)N(Cc1ccc(F)cc1)C1=C(NCCc2ccccc2)C(=O)c2ccccc2C1=O	-14.0	10.0	41.9	10.0
15	Cc1ccc(OCCN2CCN(c3ncnc4sc(C)c(C)c34)CC2)cc1	-9.6	17.5	/	/
16	O=C(O)Cn1cc(C(=S)N2CCOCC2)c2ccccc21	13.8	10.3	/	/
17	COc1ccccc1NC(=O)CSc1nc(O)cc(=O)n1-c1ccccc1OC	9.2	-4.0	18.7	-4.0
18	O=C(Oc1ccc(N(Cc2cccs2)C2=NS(=O)(=O)c3ccccc32)cc1)c1ccccc1	6.0	5.1	-10.3	5.1
19	O=C(NCC1(c2ccccc2)CCCC1)C(=O)N1CCOCC1	-7.0	-43.5	-6.2	-43.5
20	CCOC(=O)C1=C(Cn2cnc3ccccc32)NC(=O)NC1c1ccc(OC)cc1 (stereo unspecified)	23.5	7.5	/	/
21	CC(NC(=O)c1cccnc1)C(c1cccs1)N1CCOCC1 (stereo unspecified)	12.8	20.8	16.5	20.8
22	COC(=O)c1ccc(Oc2nc(NC(C)C)nc(SC)n2)cc1	/	/	-3.0	/
23	CCc1cccc(OCCCCNCCO)c1	9.2	17.6	19.0	17.6
24	COc1ccc(-c2nnc3ccc(SCC(=O)NCc4ccco4)nn23)cc1	10.8	3.5	5.4	3.5
25	CCOC(=O)Nc1nc2ccccc2s1	16.1	32.8	18.8	32.8
26	COc1ccc(C(=O)Cn2nnc(-c3ccc(N4CCOCC4)cc3)n2)cc1OC	3.3	14.3	19.9	14.3
27	CCOC(=O)c1nnn(-c2nonc2-c2ccccc2)c1C	6.5	3.9	27.7	3.9
28	COc1ccc(CC(=O)Nc2ccc(S(=O)(=O)N(C)C)cc2)cc1OC	4.3	-9.5	10.7	-9.5
29	CC(=O)C1(C)N(O)C(C)(C)C(c2ccco2)=[N+]1[O-] (stereo unspecified)	0.0	-19.1	15.2	-19.1
30	CCN(CC)S(=O)(=O)c1ccc(-c2nnc(SCc3nnc(-c4ccc(C)cc4)o3)n2CC)cc1	20.6	9.8	/	/
31	Cc1cnc(C(=O)Nc2nnc(C)s2)cn1	19.0	0.0	14.5	/
32	C=C(C)CSc1nnc2n(C)c(=O)c3c4c(sc3n12)CCC4	9.2	-8.0	24.8	-8.0
33	O=C(O)c1ccc2c(c1)C(=O)N(Cc1ccc3c(c1)OCO3)C2=O	27.2	23.1	25.7	23.1
34	COc1ccccc1CN(Cc1nc2ccccc2c(=O)[nH]1)S(=O)(=O)c1ccc(C)cc1	-13.1	-2.6	/	/
35	CCOC(=O)c1c(N)sc2c1CCC(CC)C2 (stereo unspecified)	13.8	24.3	6.5	24.3
36	COc1cccc(C2C(C#N)=C(N)OC3=C2C(=O)CC(c2ccco2)C3)c1OCc1ccc(F)cc1 (stereo unspecified)	12.6	3.7	27.5	3.7
37	COc1ccc(CNC(=O)C2CC(=O)N(c3ccc(OCC(=O)N4C(C)CCCC4C)cc3)C2)cc1 (stereo unspecified)	/	/	25.9	/
38	Cc1ccc(CN2CCN(C(=O)C3CCCO3)CC2)cc1 (stereo unspecified)	-14.9	3.6	31.7	3.6
39	COc1ccc(C)cc1NC(=O)CN(c1ccccc1)S(C)(=O)=O	17.6	-28.6	13.4	-28.6
40	O=C(Nc1cccnc1)c1cc2nc(C3CC3)cc(C(F)(F)F)n2n1	4.2	9.1	-0.5	9.1
41	O=C(Nn1cnnc1)c1cc2cc(Br)ccc2oc1=O	21.3	-4.5	-0.8	-4.5
42	Cc1cc(C)n(C(=O)CNc2ccc(C)c(C)c2)n1	/	/	-50.3	/
43	O=C(CCc1nc(-c2ccccc2)no1)NCc1ccco1	-7.9	0.0	41.8	/
44	CCOC(=O)C1CCN(C(=O)Cc2c(C(=O)O)[nH]c3ccccc23)CC1	1.0	3.9	20.1	3.9
45	N/C(=N\OC(=O)Nc1ccc(Cl)cc1)c1ncc(C(F)(F)F)cc1Cl	21.9	18.2	14.7	18.2
46	O=Cc1c(Sc2ccccc2)nc2ccccn2c1=O	20.6	3.3	45.8	3.3
47	CSc1nc2sc3c(c2c(=O)n1C1CCCCC1)CCN(C)C3	-0.8	-12.5	11.2	-12.5
48	COc1cc(C(=O)N2CCN(C(=O)Cc3ccccc3)CC2)cc(OC)c1OC	21.1	4.0	22.4	4.0
49	Cn1nnc(NC(=O)COc2ccc(C3CCCCC3)cc2)n1	-8.9	0.0	26.3	/
50	COc1c(C)cccc1C(=O)Nc1cc(Cl)ccc1N1CCOCC1	-13.9	-16.1	-34.7	-16.1
51	Cc1cc(NC(=O)Cn2nc(C(F)(F)F)c3c2CCC3)n(-c2ccccc2)n1	-13.7	12.9	13.1	12.9
52	CCCCC(=O)Nc1ccc2c(c1)OCCO2	?	/	24.7	67.7
53	Cc1ccccc1NCCNc1ccccc1C	8.8	11.8	18.8	11.8
54	Cn1nc(-c2ccc(C(=O)NCC3CCCO3)cc2)c2ccccc2c1=O (stereo unspecified)	-0.6	18.2	-26.6	18.2
55	CC(OC(=O)c1nsc(Cl)c1Cl)C(=O)NCc1ccco1 (stereo unspecified)	13.3	11.1	22.4	11.1
56	Cc1cc(C)cc(NC(=S)NCC2CCCO2)c1 (stereo unspecified)	9.3	-10.0	20.2	-10.0
57	CCOC(=O)C1=C(N)N2C(=O)CSC2=C(C(=O)OC)C1	-10.9	-17.9	24.0	-17.9
58	CC(SC1CCCC1)C(=O)NC(C)(C#N)C(C)C (stereo unspecified)	-8.3	6.9	15.0	6.9
59	CC(C)(C)CC(C)(C)NCC(O)COc1c(F)cc(Br)cc1F (stereo unspecified)	-1.9	5.4	9.7	5.4
60	O=C(c1cccs1)N1CCN=C1SCc1ccccc1	16.0	-12.5	22.2	-12.5

Compounds above that have an aryl methoxy group, in the order listed:
nr	molecule	Yeast tox	Yeast tox inhibition %	Yeast eIF2B	Yeast eIF2B mutant toxicity
10	COc1ncnc2c1NC1=C(S2)C(=NCCC(=O)O)CC(C)(C)C1	7.2	-22.7	19.3	-22.7
17	COc1ccccc1NC(=O)CSc1nc(O)cc(=O)n1-c1ccccc1OC	9.2	-4.0	18.7	-4.0
20	CCOC(=O)C1=C(Cn2cnc3ccccc32)NC(=O)NC1c1ccc(OC)cc1 (stereo unspecified)	23.5	7.5	/	/
24	COc1ccc(-c2nnc3ccc(SCC(=O)NCc4ccco4)nn23)cc1	10.8	3.5	5.4	3.5
26	COc1ccc(C(=O)Cn2nnc(-c3ccc(N4CCOCC4)cc3)n2)cc1OC	3.3	14.3	19.9	14.3
28	COc1ccc(CC(=O)Nc2ccc(S(=O)(=O)N(C)C)cc2)cc1OC	4.3	-9.5	10.7	-9.5
34	COc1ccccc1CN(Cc1nc2ccccc2c(=O)[nH]1)S(=O)(=O)c1ccc(C)cc1	-13.1	-2.6	/	/
36	COc1cccc(C2C(C#N)=C(N)OC3=C2C(=O)CC(c2ccco2)C3)c1OCc1ccc(F)cc1 (stereo unspecified)	12.6	3.7	27.5	3.7
37	COc1ccc(CNC(=O)C2CC(=O)N(c3ccc(OCC(=O)N4C(C)CCCC4C)cc3)C2)cc1 (stereo unspecified)	/	/	25.9	/
39	COc1ccc(C)cc1NC(=O)CN(c1ccccc1)S(C)(=O)=O	17.6	-28.6	13.4	-28.6
48	COc1cc(C(=O)N2CCN(C(=O)Cc3ccccc3)CC2)cc(OC)c1OC	21.1	4.0	22.4	4.0
50	COc1c(C)cccc1C(=O)Nc1cc(Cl)ccc1N1CCOCC1	-13.9	-16.1	-34.7	-16.1

(cont.)
nr	molecule	Yeast tox	Yeast tox inhibition %	Yeast eIF2B	Yeast eIF2B mutant toxicity
61	O=C(CN1CCN(c2ccccn2)CC1)Nc1cccc(C(F)(F)F)c1	/	/	19.4	/
62	O=C(Nc1c(-c2ccccc2)nc2c(Br)cc(Br)cn12)c1ccco1	-25.6	-9.1	3.8	-9.1
63	COC(=O)c1cc(OC)c(OC)cc1NC(=O)Nc1ccc(OC)cc1OC	-10.7	0.0	17.6	/
64	Cc1ccc(N2C(=O)N(CC(=O)N(C)Cc3ccccc3)C(=O)C2C)cc1 (stereo unspecified)	11.4	0.0	29.7	/
65	CCCn1cnc2cc(NCc3cccc(OC)c3)ccc21	-15.0	-11.3	14.0	-11.3
66	CCCn1c(=O)[nH]c2ccccc21	27.2	15.6	/	/
67	Cn1c(SCc2nc3ccccc3c(=O)[nH]2)nnc1-c1ccco1	4.5	0.0	10.2	/
68	COc1cc(Br)cc2cc(C(=O)OC3CCN(C)CC3)c(=O)oc12	-9.7	-7.7	42.9	-7.7
69	CCCCCCCCCS(=O)(=O)N/N=C/c1cccc([N+](=O)[O-])c1	13.1	27.5	23.3	27.5
70	CCOC(=O)c1[nH]c2ccc(OC)cc2c1NC(=O)CCN1CCN(Cc2ccccc2)CC1	14.6	6.9	5.8	6.9
71	CNC(=O)n1ccc(C(=O)N2CCCCC2)n1	-7.8	3.7	/	/
72	CCOC(=O)C1=C(CSc2nc(-c3ccncc3)ccc2C#N)OC(N)=C(C#N)C1c1cccnc1 (stereo unspecified)	10.2	-10.3	5.1	-10.3
73	CCSc1nnc(NC(=O)CSc2nccn2-c2cccc(C)c2C)s1	-10.0	-3.3	-5.5	-3.3
74	CCOC(=O)N1CCN(C(=O)c2cccc(OC)c2OC)CC1	20.0	3.9	30.4	3.9
75	C=CCn1c(C(C)NC(=O)CC)nc2ccccc21 (stereo unspecified)	-1.1	9.7	-4.9	9.7
76	CCCCN1C(=O)c2ccc(C(=O)Nc3cccnc3)cc2C1=O	7.3	3.3	7.3	3.3
77	CCN(CC)S(=O)(=O)c1ccc2c3c(cccc13)C(=O)S2	16.2	-4.8	12.1	-4.8
78	O=C(CCN1C(=O)C2C3C=CC(C3)C2C1=O)Nc1c(F)cc(F)cc1Br (stereo unspecified)	-16.9	-3.7	5.7	-3.7
79	Cc1ccc(Cn2ccc(NC(=O)c3cc(-c4ccco4)on3)n2)cc1	-27.8	-18.2	16.1	-18.2
80	Cc1cc(S(=O)(=O)N(Cc2ccc(C(C)C)cc2)CC2CCCO2)ccc1-n1cnnn1 (stereo unspecified)	11.8	-6.1	11.6	-6.1
81	CC(=O)C1=C(C)Nc2ncnn2C1c1ccccc1Cl (stereo unspecified)	-16.4	-6.9	25.8	-6.9
82	CCCc1nc2ccccc2[nH]1	4.3	21.3	/	/
83	CCc1ccc(OCC(=O)Nc2ccc(-c3nc4ccccc4o3)c(O)c2)cc1	-6.6	-5.3	18.8	-5.3

Source: PubChem BioAssay (PCMD)
